# Bioassay records (PubChem)
# Cycloheximide cs: counter-screen for Shiga toxin inhibitors: cycloheximide protein synthesis inhibition. cell reporter, cycloheximide protein synthesis inhibition counterscreen. max response, %. hit rate 12% among 300,000. AID 2314; in the data active = max response mostly above about 13%, no sharp cut-off; inactive = mostly below about 14%; note: read at 38.3 µM for the half of the compounds with a filed dose; 0% is about no effect
# AMA1 RON2 block: AMA1-RON2 (P. falciparum) interaction inhibition | AlphaScreen AMA1-biotinylated RON2 peptide binding | Potency, µM (highest dose often 58.2 µM), for inactives: top-dose activity change, negative = inhibition, hits mostly inhibitors | hit rate 0.2% among 360,000;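 note: potency is the fitted concentration of half-maximal effect; 0% = vehicle wells and -100% = peptide control; nearly all actives have a fitted effect of over 45% in size; some results filed as inactive show a strong effect at the top dose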
#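 AMA1 (3D7) with his tag at 25 nM final met compounds first, then biotinylated RON2 peptide at 25 nM; detection used donor plus acceptor beads, 10 µg/mL apiece, read by AlphaScreen after 30 min at room temperature.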
# HCMV inh: inhibitors of human cytomegalovirus; HFF cells, HCMV-luciferase reporter, 72 h; active compounds read low; activity change, negative = inhibition, % at 57.5 µM; hit rate 4.5% among 410,000; AID 1259415; in the data active = activity change below about -60%; inconclusive = no clear call, values can overlap the other calls; inactive = above about -39%; note: % is set by controls: 0 for no effect and ±100 for the full control effect
#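 After 16 h attachment at 37C, HFF cells received test compound and HCMV-luciferase (1 PFU/cell); reporter luminescence read 72 h later, data normalized against buffer-only and known inhibitor Salinomycin.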
# AmpC inh detg: inhibitors of E. coli AmpC beta-lactamase with detergent. P00811. AmpC hydrolysis of nitrocefin, absorbance 480 nm, 0.01% Triton. Potency, µM (series often up to 114 µM), without a hit: at the top dose activity change, negative = inhibition, hits mostly inhibitors. hit rate 0.041% among 370,000. AID 485294;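 note: potency is the fitted concentration of half-maximal effect; 0% = no-compound wells and -100% = no-enzyme wells; nearly all actives have a fitted effect of over 25% in size; some results filed as inactive show a strong effect at the top dose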
# Target sequence (P00811 whole entry, looked up): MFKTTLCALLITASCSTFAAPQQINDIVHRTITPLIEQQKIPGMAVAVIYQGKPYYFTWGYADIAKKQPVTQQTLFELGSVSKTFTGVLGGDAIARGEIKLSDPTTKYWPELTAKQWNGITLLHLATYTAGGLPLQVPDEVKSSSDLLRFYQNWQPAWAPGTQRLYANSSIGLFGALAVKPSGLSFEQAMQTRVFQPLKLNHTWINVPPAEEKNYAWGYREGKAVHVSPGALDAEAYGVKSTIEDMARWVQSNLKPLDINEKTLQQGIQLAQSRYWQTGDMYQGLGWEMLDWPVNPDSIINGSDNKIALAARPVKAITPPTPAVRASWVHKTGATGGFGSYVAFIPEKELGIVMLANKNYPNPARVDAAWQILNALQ
#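 AmpC (5.3 nM in the dispensed reagent) in 20 mM phosphate pH 7.0 with 0.01% (detergent screen) or 0.0001% Triton X-100 was preincubated with compounds for 15 min at room temperature. Nitrocefin was then added from an 800 uM solution, and hydrolysis was followed at 480 nm.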
# AmpC no deterg: AmpC beta-lactamase inhibition without detergent. P00811. AmpC nitrocefin hydrolysis, absorbance 480 nm, 0.0001% Triton. Potency, µM (doses to about 57.1 µM), without a hit: at the highest dose activity change, negative = inhibition, most hits filed as inhibitors. hit rate 0.52% among 330,000;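 note: potency is the fitted concentration of half-maximal effect; plate controls were no compound for no effect and no enzyme for full effect; nearly all actives have a fitted effect of over 20% in size; some results filed as inactive show a strong effect at the top dose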
#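 20 mM phosphate pH 7.0 + 0.01% (detergent screen) or 0.0001% Triton X-100; 5.3 nM AmpC reagent; cpd preinc 15 min RT; nitrocefin (800 uM stock) to start; A480 q20 s × 4 min; Activity was normalised to no-enzyme and no-compound control wells.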
# FBPA Giardia inh: blocks Giardia fructose-bisphosphate aldolase activity; purified Giardia FBPA; Potency, µM (doses to about 59.6 µM), without a hit: at the top dose activity, negative = inhibition, most hits filed as inhibitors; hit rate 0.71% among 290,000; note: potency is the fitted concentration of half-maximal effect; % is set by controls: 0 for no effect and ±100 for the full control effect; nearly all actives have a fitted effect of over 55% in size
# Target sequence (A8B2U2 whole entry, looked up): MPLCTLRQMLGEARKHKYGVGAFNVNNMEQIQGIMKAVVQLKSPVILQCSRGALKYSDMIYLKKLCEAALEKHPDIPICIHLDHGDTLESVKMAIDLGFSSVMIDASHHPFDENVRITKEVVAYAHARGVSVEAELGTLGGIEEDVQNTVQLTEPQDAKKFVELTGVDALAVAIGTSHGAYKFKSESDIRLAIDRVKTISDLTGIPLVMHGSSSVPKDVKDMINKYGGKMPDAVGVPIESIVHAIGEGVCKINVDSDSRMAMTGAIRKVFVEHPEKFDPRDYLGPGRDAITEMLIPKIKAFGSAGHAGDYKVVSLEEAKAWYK
#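 40 nM FBPA preincubated 10 min at RT with compound (up to 57.5 uM final), then substrate plus GAPDH/TPI/NAD/arsenate coupling and diaphorase/resazurin added. Fluorescence read after 20 min at RT, 525/598 nm.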
# Shiga toxin inh: blocks Shiga toxin action in Vero cells. Vero cells, Shiga toxin protein synthesis inhibition reporter. inhibition, % at 38.7 µM. hit rate 9.2% among 290,000; in the data active = inhibition mostly above about 28%, no sharp cut-off; inactive = mostly below about 43%; note: 0% is about no effect
# Numbers without * were called inactive; ? = inconclusive; / = no result given; & = joins results of further samples; [ ] = dose if it differs, or a comment. Unless noted, calls come from the whole dose curve; as a rule, active = well fitted curve in the direction sought with a large enough effect; inconclusive = small, poorly fitted or top-dose-only effect, or another doubt; inactive = no such curve, though single readings can be large; an effect the other way counts as inactive or inconclusive. This is a random part of the collection; about 16% have a hit in one of these screens.
smiles,AMA1 RON2 block,FBPA Giardia inh,AmpC inh detg,Shiga toxin inh,HCMV inh,Cycloheximide cs,AmpC no deterg
S=C(Nc1ccccc1)N1CCN(C(=S)c2ccccc2)CC1,-11%,13%,-12%,71*,-102*,44*,-4%[2.29 µM]
COc1ccc(Br)cc1C(=O)Nc1nnn(C)n1,-1%,5%,-5%,5,-17,-1,-10%
CC1Cc2ccccc2N1C(=O)C1CCN(S(=O)(=O)Cc2ccccc2)CC1 (stereo not drawn),21%,1%,-15%,-3,-11,-2,-3%
CC(=O)OC1OCCOC1NC(=S)Nc1ccc(C)cc1 (stereo not drawn),2%,2%,9%,9,18,-1,-8%
CCc1nc(SCC(=O)NCCc2ccccc2)n[nH]1,-3%,0%,1%,2,-24,-4,-10%
CCOC(=O)CSc1nc2sc(C(=O)O)c(C)c2c(=O)[nH]1,-7%,12%,?,-1,15,-3,-15%
CC1CCC(NC(=O)c2ccc(COc3ccccc3)o2)CC1 (stereo not drawn),5%,/,-3%,/,-7,/,16%
COCCCNC(=S)N1CCN(c2nc(C)nc3sc4c(c23)CCCC4)CC1,-10%,3%,-8%,21,?,-1,144%[activator]
Cc1c(C(=O)Nc2ccc(F)cc2)oc2ccc(S(=O)(=O)N3CC(C)CC(C)C3)cc12 (stereo not drawn),-11%,9%,-10%,-13,-12,-1,-25%
Cc1ccc(NC(=S)Nc2cccc3cnccc23)cc1,7%,?,3%,20,31,26*,-37%
COc1ccc(OCCC(=O)Nc2nccs2)cc1,8%,5%,4%,21,5,13,-18%
COc1cccc(-c2cc(C(=O)NCCN3CCOCC3)no2)c1,5%,-4%,?,-2,52,-1,1%
O=C(OCC(=O)N1CCCC1)c1c(Cl)cccc1Cl,-10%,-7%,?,10,-25,1,-7%
C=CCNC(=O)c1c(O)c2cccc3c2n(c1=O)CCC3,13%,-7%,?,/,-26,-4,-18%
CCc1ccc(NS(=O)(=O)c2ccc(OC)c3ncccc23)cc1,-6%,8%,-11%,2,-20,-3,-1%
CCCN1CCN(C(=O)C(NC(=O)c2ccco2)C(C)C)CC1 (stereo not drawn),-28%,5%,?,27,14,-4,-2%
CCOCCOCCC(C(=O)OCC)P(=O)(c1ccccc1)c1ccccc1 (stereo not drawn),-7%,0%,-5%,-7,1,-2,21%
CCN1C(=O)C(CC(=O)Nc2ccc(OC)cc2)N(CCc2ccc(OC)cc2)C1=S (stereo not drawn),-25%,-9%,-5%,4,-14,8,6%
Cc1ccc(C)c(NC(=O)c2cc(-c3ccccc3)nn2-c2ccccc2)c1,-21%,-3%,-9%,-3,?,6,-32%
Cc1c(CCO)c(=O)n2c([nH]c3ccccc32)c1C#N,-3%,25µM*,-11%,-5,-5,-3,-11%
O=C(CCl)NCC1CCCO1 (stereo not drawn),18%,2%,?,16,-24,-3,-12%[11.4 µM]
CN(C)C1CCN(CCCOc2ccc(-c3ccc(C#N)cc3)cc2)C1 (stereo not drawn),/,3%&-17%,/,2&25,/,31*,/
O=C(OCC(=O)N(Cc1ccccc1)Cc1ccccc1)c1ccccc1NCCO,26%,/,-14%,/,-7,/,-14%
O=C(Nc1ccc(Cl)cc1)C1CCCCN1S(=O)(=O)c1ccccc1 (stereo not drawn),18%[11.6 µM],/,/,/,-101*,/,-26%
CCCC(=O)NC(Nc1ccc(S(=O)(=O)Nc2ncccn2)cc1)(C(=O)OCC)C(F)(F)F (stereo not drawn),-5%,3%,?,-11,16,-4,-13%
CCc1nc(N2CCCCC2C)c2oc3ccccc3c2n1 (stereo not drawn),-2%,-10%,-5%,36,-26,-3,/
FC(F)(F)C(F)(F)c1nnc2ccc(-n3ccnc3)nn12,-26%,4%,3%,-18,-17,12,-3%
COc1cccc(NC(=O)CCS(=O)(=O)c2cc3c(cc2Cl)NC(=O)CO3)c1,5%,/,-10%,-4,-23,-8,-17%
COc1ccc(C(=O)c2sc3nc(C)cc(-c4cccs4)c3c2N)cc1,86%[activator],0%,?,-8,-36,-4,-31%
CC1CCN(S(=O)(=O)c2ccc(NC(=O)CN3CCN(c4ccccc4)CC3)cc2)CC1,0%,0%,?,8,-35,-1,-1%

# The listing continues:
smiles,AMA1 RON2 block,FBPA Giardia inh,AmpC inh detg,Shiga toxin inh,HCMV inh,Cycloheximide cs,AmpC no deterg
O=C(NC(c1ccc(Cl)cc1)c1c(O)ccc2ccccc12)c1ccccc1 (stereo not drawn),0%,-8%,-3%,-4,-101*,33*,-23%
CC(NCc1ccccc1Cl)C(=O)Nc1ccc(C#N)cc1 (stereo not drawn),-3%,1%,-8%,-2,-2,2,-22%
COc1cccc(-n2nnnc2SCC(=O)Nc2ccccc2OC)c1,1%,-4%,?,-6,19,-1,-37%
COc1ccc(-n2c(=S)[nH]c3cc(C(=O)Nc4cccc(C)c4)ccc3c2=O)cc1,48%[activator],5%,-12%,-10,17,-1,-9%
O=C(CSc1nncs1)Nc1cccc2ccccc12,9%,/,-13%,/,-37,/,-1%
Cc1cccc(NC(=O)COc2coc(CN3CCN(Cc4ccccc4)CC3)cc2=O)c1,-3%,/,0%,/,-32,/,42%
O=C(Nc1ccc(OC(F)(F)F)cc1)NC1CCC(Oc2ccc(C(=O)O)cc2)CC1 (stereo not drawn),13%,/,-1%,/,?,/,-19%
c1csc(-c2nn3c(C4COc5ccccc5O4)nnc3s2)c1 (stereo not drawn),24%,3%,1%,45*,/,36*,3%
CCSc1nc2ccccc2n1C(=O)c1ccc(S(=O)(=O)N2CCCCCC2)cc1,-8%,16%,8%,28,-8,12,-12%
C=CC(=O)NC1CC2CCC1(C)C2(C)C (stereo not drawn),-13%,1%,-3%,7,12,-3,-8%
CC(C)[C@H](NC(=O)c1ccccc1F)C(=O)NNC(=O)c1cccs1,36%[activator],/,/,/,-17,/,-17%
COc1cccc(CNC(=O)C2CCN(c3nnc(N4CCCC4=O)s3)CC2)c1,7%,11%,?,-3,4,-2,7%
CCN(C(=O)COC(=O)c1cccnc1SC)c1c(N)n(Cc2ccccc2)c(=O)[nH]c1=O,2%,/,-15%,/,58,/,-10%
CCOC(=O)N=S(N)(=O)c1ccccc1 (stereo not drawn),0%,-13%,-2%,-7,-7,10,/
CC1Sc2ccc(S(=O)(=O)CCC(=O)N3CCCCC3)cc2NC1=O (stereo not drawn),19%,1%,0%,-7,-27,-3,-10%
O=C(NC1CC1)C1CCN(S(=O)(=O)c2ccc(Cl)cc2)CC1,-10%,5%,-10%,-18,-37,-5,0%
CCN(CC(=O)NCc1ccc(Cl)cc1)CC(=O)NC1(C#N)CCCC1,-3%,9%,-11%,-7,-23,-6,18%
Cn1c(NN)nc2sc3c(c2c1=O)CC(C)(C)OC3,77%[activator],-6%,-11%,16,17,-3,-19%
CCOC(=O)c1nc(Nc2ccccc2C)c2ccccc2n1,3%,-1%,-14%&6%,3,-11&-13,4,-18%
COc1cc(CN2CCCC(N3CCc4ccccc4C3)C2)c(Cl)cc1O (stereo not drawn),24%,-11%,2%,-9,26,16,27%
Cc1ccsc1C(=O)Nc1n[nH]c(C(F)(F)F)n1,2%,-1%,0%,2,-6,3,-3%
CCSc1nnc(NC(=O)C2CCCCC2C(=O)OCC(F)(F)C(F)F)s1 (stereo not drawn),-6%,-1%,-2%,-14,29,-3,1%
COc1ccccc1CNC(=O)C1CCN(S(=O)(=O)c2ccc(-n3cnnn3)cc2)CC1,3%,1%,4%,-15,-17,-3,28%
O=C(CN(Cc1ccccc1)S(=O)(=O)c1ccc2c(c1)OCCO2)Nc1ccc2c(c1)OCCO2,16%,-7%,4%,36*,-20,28*,-24%
CC(=O)N1N=C(c2ccccc2O)CC1c1cccs1 (stereo not drawn),-6%,-1%,-16%,3,59,-2,-18%
Cc1ccccc1OCC(=O)NCC(=O)N/N=C/c1ccc(Br)o1,-28%,-8%,-9%,-7,-27,-4,-32%
CCOC(=O)C1CCN(C(=O)CNC(=O)c2nn(-c3ccc(OC)cc3)c(=O)c3ccccc23)CC1,-14%,10%,-9%,28,-16,27*,104%[activator]
COc1ccc(CCN2C(=O)CS/C2=N\NC(=O)c2cccs2)cc1OC,-2%,1%,-8%,-4,15,-1,-16%
CCCC(=O)Nc1ccc2c(c1)nc(CN1CCCCC1)n2C,35%[activator],-4%,-15%,22,31,-1,-12%
Cc1cccn2c(=O)c3cc(C(=O)NC4CCCCCC4)sc3nc12,5%,15%,0%,21,9,-5,-9%

# 5 records picked at random from the list so far:
smiles,AMA1 RON2 block,FBPA Giardia inh,AmpC inh detg,Shiga toxin inh,HCMV inh,Cycloheximide cs,AmpC no deterg
CCOC(=O)N=S(N)(=O)c1ccccc1 (stereo not drawn),0%,-13%,-2%,-7,-7,10,/
COc1cccc(-c2cc(C(=O)NCCN3CCOCC3)no2)c1,5%,-4%,?,-2,52,-1,1%
Cc1ccc(C)c(NC(=O)c2cc(-c3ccccc3)nn2-c2ccccc2)c1,-21%,-3%,-9%,-3,?,6,-32%
Cc1c(CCO)c(=O)n2c([nH]c3ccccc32)c1C#N,-3%,25µM*,-11%,-5,-5,-3,-11%
Cc1ccsc1C(=O)Nc1n[nH]c(C(F)(F)F)n1,2%,-1%,0%,2,-6,3,-3%

# (listing goes on)
smiles,AMA1 RON2 block,FBPA Giardia inh,AmpC inh detg,Shiga toxin inh,HCMV inh,Cycloheximide cs,AmpC no deterg
CC(NC(=O)C1CCC1)c1ccc(Br)cc1 (stereo not drawn),20%,-2%,-8%,-1,10,-2,-1%
CC(C)CN(C(=O)CN1CC=C(c2ccccc2)CC1)c1c(N)n(CC(C)C)c(=O)[nH]c1=O,3%,-9%,-5%,-6,-39,-1,-21%
Cc1cc(SCC(=O)Nc2c(C)n(C)n(-c3ccccc3)c2=O)nc2ccccc12,37%[activator],/,?,-5,-15,1,23%
O=C(O)c1c(C(=O)O)c(-c2ccc(Br)cc2)n2c1CSC2,-3%,1%,-4%,-3,-20,-5,-31%
CCOC(=O)C1(CCc2ccccc2)CCN(C(=O)CN2C(=O)CSC2=O)CC1,-6%,1%,-4%,3,-20,-4,76%[activator]
O=c1c2cn(Cc3ccc(F)cc3)c3ccc(F)cc3c-2nn1Cc1ccc(F)cc1,-2%,2%,-5%,4,33,-3,-18%
Cc1ccccc1Oc1nc2c(C)cccn2c(=O)c1/C=C(\C#N)C(=O)Nc1c(C)n(C)n(-c2ccccc2)c1=O,-5%,-1%,-11%,-3,77,-2,117%[activator]
